# Compound activity deposited in PubChem by National Center for Advancing Translational Sciences (NCATS).
# Tau fluor counter – Counterscreen qHTS for Inhibitors of Tau Fibril Formation, Fluorescence Polarization. Potency, µM (titrated, usually from 57.7 µM), without a hit: at the highest dose activity change, negative = decrease. tau K18 P301L Alexa594 fluorescence, heparin fibrillization. actives 0.93% (n = 280,000). AID 1463, 2008; note: % is set by controls: 0 for no effect and ±100 for the full control effect; nearly all actives have a fitted effect of over 55% in size
#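 Human K18 P301L tau (15 uM unlabeled plus 0.24 uM Alexa 594-labeled, final) in 100 mM sodium acetate pH 7 was mixed with compound and 20 uM heparin and incubated 6 hr at 37 C.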
# GLA spleen mod – qHTS Assay for Inhibitors and Activators of Human alpha-Galactosidase From Spleen Homogenate; human spleen homogenate, 4MU-alpha-Gal fluorescence, 40 min; Potency, µM (highest dose often 80 µM), for inactives: top-dose activity change, negative = inhibition, hits mostly inhibitors; actives 0.008% (n = 240,000);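 note: 0% = enzyme with vehicle and -100% = no enzyme basal signal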
# Target sequence (P06280 32-429 limits assumed): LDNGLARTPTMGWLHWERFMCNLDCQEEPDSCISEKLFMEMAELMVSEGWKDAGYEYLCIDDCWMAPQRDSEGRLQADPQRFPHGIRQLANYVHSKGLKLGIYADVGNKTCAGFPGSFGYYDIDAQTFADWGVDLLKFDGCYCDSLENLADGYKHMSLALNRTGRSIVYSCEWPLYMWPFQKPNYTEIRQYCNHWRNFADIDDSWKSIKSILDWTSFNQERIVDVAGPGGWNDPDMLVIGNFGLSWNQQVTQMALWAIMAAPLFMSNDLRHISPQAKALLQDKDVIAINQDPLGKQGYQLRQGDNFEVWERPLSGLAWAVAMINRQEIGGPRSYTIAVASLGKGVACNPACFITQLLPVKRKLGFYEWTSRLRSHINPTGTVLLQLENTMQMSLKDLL
#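 Human spleen homogenate (1 ug) as enzyme source, 4-methylumbelliferyl-alpha-D-galactopyranoside 1 mM final, citrate/phosphate pH 5.0 with 0.01% Tween-20. Compounds 40 min at 37C, NaOH/glycine stop; fluorescence Ex 365/Em 440, Hill-fit AC50.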
# GAA glycogen – qHTS Assay for Inhibitors and Activators of Human alpha-Glucosidase Cleavage of Glycogen; Lysosomal alpha-glucosidase (Homo sapiens), P10253; recombinant GAA, glycogen substrate, Amplex Red glucose oxidase fluorescence; Potency, µM (titrated, usually from 76.4 µM), inactives show at the highest dose activity change, negative = inhibition, usual class: inhibitors; actives 0.38% (n = 300,000);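 note: 0% = full enzyme reaction and -100% = no-enzyme basal signal; the screen sought inhibitors and activators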
#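 Recombinant human alpha-glucosidase (4 nM final) hydrolysed bovine liver glycogen (30 ug) for 40 min at 37 C in pH 5.0 citrate/phosphate with 0.01% Tween-20. Released glucose detected by glucose oxidase/Amplex Red, Ex 573/Em 610 nm. Compounds up to 77 uM; AC50 from Hill fits.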
# Tau fibril FP – qHTS for Inhibitors of Tau Fibril Formation, Fluorescence Polarization; Potency, µM (highest dose often 57.7 µM), inactives show at the highest dose activity, negative = inhibition, most hits filed as inhibitors; actives 0.39% (n = 280,000); Microtubule-associated protein tau (Homo sapiens), P10636; AID 1468, 2008; K18 P301L tau heparin fibrillization, Alexa594 FP, 6 h; note: % is set by controls: 0 for no effect and ±100 for the full control effect; nearly all actives have a fitted effect of over 55% in size
# Target sequence (P10636 561-689 P618L limits assumed): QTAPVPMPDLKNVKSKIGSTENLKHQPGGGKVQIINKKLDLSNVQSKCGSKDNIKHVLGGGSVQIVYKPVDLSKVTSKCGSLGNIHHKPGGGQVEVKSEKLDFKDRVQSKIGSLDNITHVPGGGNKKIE
#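 Read-out: fluorescence polarization of Alexa 594-labeled tau (0.24 uM), 555 nm excitation, 632 nm emission. Mixtures held 15 uM unlabeled K18 P301L, compound and 20 uM heparin, pH 7 acetate buffer, incubated 6 hr at 37 C.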
# HTT cytoprotect – qHTS Multiplex Assay to Identify Dual Action Probes in a Cell Model of Huntington: Cytoprotection (ATP) | PC12 HTT-Q103 induced, cytoprotection, ATP luminescence, 40 h | Potency, µM (top dose mostly 56.4 µM), for inactives: cytoprotection (ATP increase), hits mostly activators | actives 0.14% (n = 230,000) | AID 1471, 2008;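 note: % of control where 0% means no effect; nearly all actives have a fitted effect of over 45% in size; toxic huntingtin expression switched on by the ecdysone agonist tebufenozide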
#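 ATP quantification (ATPlite) reports survival of PC12 cells in which tebufenozide, 100 nM final, switches on Htt exon 1 with 103 glutamines linked to GFP; compounds are titrated.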
# aGlu spleen mod – qHTS Assay for Inhibitors and Activators of Human alpha-Glucosidase From Spleen Homogenate. actives 0.006% (n = 240,000). Lysosomal alpha-glucosidase (Homo sapiens), P10253. AID 2112, 2009. Potency, µM (titrated, usually from 79.9 µM), for the others: at the highest dose activity change, negative = inhibition, actives largely listed as inhibitors. human spleen homogenate, 4-MU-alpha-glucoside fluorescence;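 note: 0% = enzyme with vehicle and -100% = no enzyme basal signal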
#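 Enzyme source: human spleen homogenate, 1 ug/well. Buffer 50 mM citric acid/K phosphate pH 5.0, 0.01% Tween-20. 4-MU-alpha-glucoside 1 mM; 37 C x 40 min; NaOH/glycine stop; fluorescence.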
# Tau fibril ThT – qHTS for Inhibitors of Tau Fibril Formation, Thioflavin T Binding; Microtubule-associated protein tau (Homo sapiens), P10636; recombinant tau K18 P301L (four-repeat tau fragment), heparin-induced fibrillization, ThT fluorescence; Potency, µM (top dose mostly 57.4 µM), for the others: at the highest dose activity, negative = inhibition, actives largely listed as inhibitors; actives 2.1% (n = 270,000); AID 1460, 2008; note: % is set by controls: 0 for no effect and ±100 for the full control effect; nearly all actives have a fitted effect of over 55% in size
#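 Heparin-induced (20 uM) aggregation of recombinant human K18 P301L tau, 15 uM unlabeled with 0.24 uM labeled, pH 7 acetate buffer, 6 hr at 37 C with compound. Fibrils quantified by 30 uM ThT fluorescence after 1 hr ambient incubation.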
# GAA inh – qHTS Assay for Inhibitors of Human alpha-Glucosidase as a Potential Chaperone Treatment of Pompe Disease; Lysosomal alpha-glucosidase (Homo sapiens), P10253; purified human GAA, 4-MU-alpha-glucoside fluorescence; Potency, µM (top dose mostly 76.9 µM), without a hit: at the highest dose activity change, negative = inhibition, hits mostly inhibitors; actives 0.005% (n = 200,000);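 note: plate controls were uninhibited enzyme wells for no effect and no-enzyme background for full effect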
#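 Endpoint fluorogenic read: 20 min room-temperature reaction of 4 nM human alpha-glucosidase with 400 uM 4-methylumbelliferyl-alpha-D-pyranoside, pH 5.0, quenched with 1M NaOH/1M glycine pH 10. AC50 from Hill modeling.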
# Active calls of the source: *; ? = inconclusive; . = no result given; & = joins results of further samples; [ ] = dose if it differs, or a comment. Calls come from the whole dose curve; as a rule, active = well fitted curve in the direction sought with a large enough effect; inconclusive = small, poorly fitted or top-dose-only effect, or another doubt; inactive = no such curve, though single readings can be large; an effect the other way counts as inactive or inconclusive. Potency is the fitted concentration of half-maximal effect.
SMILES,Tau fluor counter,GLA spleen mod,GAA glycogen,Tau fibril FP,HTT cytoprotect,aGlu spleen mod,Tau fibril ThT,GAA inh
CC#CCOC(=O)C1=CCCN(C)C1,0%&-1%,-1%&-3%,.,1%&-2%,?,-5%&-4%,-4%&-7%,.
COC(=O)C1=C(Nc2ccc(OC)cc2)C=C(C)C(C(=O)OC)C1c1ccc(C)cc1 (stereo unspecified),-27%,-16%,-16%,-14%,-17%,-3%,?,-4%
Cc1ccc2nc(SCC(=O)N3CCOCC3)[nH]c2c1,-14%,-4%,2%,-1%,-18%,-4%,-16%,-14%
Cc1cccc(Oc2cc(N)cc([N+](=O)[O-])c2)c1,?,-1%,-16%,4%,-16%,-11%,?,2%
Cc1ccc(NC(=O)C(=O)NCCN2CCN(S(C)(=O)=O)CC2)cc1C,-8%,-2%,10%,-3%,3%[10 µM],3%,-9%,2%
CC(C)(NO)/C(=N/O)c1ccc(Br)cc1,-2%,-7%,-28%,4%,-6%,-3%,-8%,4%
N#C/C(=C\c1cccc(NC(=O)c2ccccc2Cl)c1)C(=O)NCCc1ccccc1,-21%,10%,-1%,-13%,5%[10 µM],7%,-19%,-5%
CCCc1cc(=O)n2[nH]c(NCc3cccs3)nc2n1,-1%,-6%,-6%,2%,4%,4%,3%,-2%
O=C1Nc2ccccc2C1(O)Cc1ccncc1 (stereo unspecified),1%,3%,4%,-2%,-3%,-6%,-3%,2%
COC(=O)c1ccc(CNCC(=O)Nc2ccc(C(=O)OC)cc2)cc1,-1%,-4%,-8%,-2%,.,-3%,4%,6%
O=C(Nc1ccc2oc(-c3cccc4c(Br)cccc34)nc2c1)c1cccc(Cl)c1,-17%,.,-3%[76.3 µM],?,.,.,-18%,.
COc1cc2c(C(=O)N(C)c3cc(Cl)ccc3OC)cn(CC(C)C)c(=O)c2cc1OC,-13%,.,4%[76.3 µM],-6%,.,.,-10%,.
COC(=O)C1=C(C(=O)OC)[C@@H]2Nc3ccccc3[C@@]23C[C@@H](C(=O)OC)N(C(=O)c2cccs2)C3=N1,-2%[11.6 µM],1%[17.5 µM],.,7%[11.6 µM],?,-5%[17.4 µM],6%[11.5 µM],.
COc1cccc(-n2c(-c3ccco3)nc3c(cnn3-c3ccc(Cl)cc3)c2=O)c1,-17%,.,-9%[76.3 µM],-3%,.,.,-11%,.
CC(=O)c1cc(Cl)ccc1OC(=O)c1ccco1,1%,-2%,2%,6%,13%,-5%,-15%,-7%
COC(=O)c1ccc(C2NC(=O)c3c(sc(C)c3C)N2)cc1 (stereo unspecified),-13%,5%,-8%,-13%,0%[10 µM],-12%,?,-2%[15.4 µM]
COc1ccc(-c2nsc3c(N4CCCCC4)ncnc23)cc1,-21%,0%,-9%,-8%,-73%[inhibitor],0%,?,0%
O=S(=O)(NC1CCCC1)c1cccc(-c2nnc(-c3ccccc3)o2)c1,-13%,-2%,-2%,11%,11%[10 µM],-3%,1%,-18%
O=C(Cn1c(=O)oc2ccccc21)N1CCCCC1,-5%,2%,4%,5%,-4%,-1%,1%,-7%
CN(C)CCNc1nc(-c2ccccc2)nnc1C(F)(F)F,3%,-8%,12%,6%,8%,-6%,-2%,-5%
COc1cccc(OCC(O)CN2CCN(CCO)CC2)c1 (stereo unspecified),6%,1%,5%,6%,9%[10 µM],0%,2%,1%
Cc1ccc(Nc2ccc(C(N)=O)cc2[N+](=O)[O-])cc1,-2%,-1%,-8%,6%,-11%[10 µM],6%,-3%,11%
Cc1cc(C)n(-c2ccc([N+](=O)[O-])cc2-c2nn[nH]n2)n1,6%,-5%,11%,7%,12%,-3%,-1%,-5%
Cc1cc(C(=O)N/N=C/c2sc(N3CCOCC3)nc2-c2ccccc2)c(C)o1,-29%,-3%,0%,3%,-9%,-5%,?,-2%
O=C(OCc1ccco1)c1ccc(S(=O)(=O)N2CCCCC2)cc1,-13%,-2%,-11%,-17%,-4%,-7%,?,?
# Other results follow:
SMILES,Tau fluor counter,GLA spleen mod,GAA glycogen,Tau fibril FP,HTT cytoprotect,aGlu spleen mod,Tau fibril ThT,GAA inh
Cc1nc2c(C(=O)NCc3ccc(F)cc3)c[nH]n2c(=O)c1Cl,-10%,9%,9%,-9%,8%,2%,-10%,2%
COc1ccc(C2C(C(C)=O)=C(Nc3ccccc3)CC(C)(O)C2C(C)=O)cc1OC (stereo unspecified),1%,-16%,-1%,-7%,31%[10 µM],-3%,6%,1%
CC(=O)Nc1cccc(-c2csc(Nc3ncccn3)n2)c1,-20%,8%,-6%,-1%,-139%[inhibitor],6%,?,5%
CCCCNC(=S)N(Cc1c(C)noc1C)c1ccccc1,-1%,0%,2%,-9%,-9%[10 µM],-2%,11%,6%
O=C(CNC(=O)c1cccs1)NC1=NCCS1,-7%,-4%,3%,-1%,-5%[10 µM],-8%,-10%,5%
Cc1nn(C2CCS(=O)(=O)C2)c(Cl)c1/C=C/C(=O)OCC(N)=O (stereo unspecified),-9%,-4%,7%,-4%,-11%[10 µM],-2%,-9%,3%[15.4 µM]
CCc1[nH]c(=O)c(C#N)c2c1CSC(C)(C)C2,-5%,-5%,0%,-13%,10%[10 µM],-8%,?,?
CC(=O)NC1=NN(C(C)=O)C(c2ccco2)S1 (stereo unspecified),-4%,2%,2%,-4%,-34%[10 µM],-3%,1%,.
O=c1[nH]n(-c2cccc3cccnc23)c(=O)c2ccccc12,-8%,2%,?,-3%,18%,-15%,-1%,7%
CCOc1ccc(-c2nnn(CC(=O)Nc3cc(OC)ccc3OC)n2)cc1OCC,-20%,18%,-1%,-4%,-5%[10 µM],-6%,-9%,0%
CCOC(=O)c1c(C)[nH]c(C)c1C(=O)CN1C(=O)NC2(CCC(C)CC2)C1=O (stereo unspecified),-10%,-1%,2%,0%,-24%,-5%,-14%,-4%
CC(=O)c1ccc(-c2ccc([C@H]3[C@H]4C=CC[C@@H](C)[C@@H]4C(=O)N3Cc3ccccc3)c(F)c2)cc1,-5%,0%,0%,4%,-17%[10 µM],3%,-12%,.
CCN(CC)S(=O)(=O)N1CCC(C(=O)NCc2ccco2)CC1,-18%,-5%,11%,-7%,-1%,2%,-16%,5%
NS(=O)(=O)c1cccc(NC(=O)CSc2nc3ccc(Cl)cc3[nH]2)c1,-17%,-15%,9%,-9%,-27%,.,-10%,9%
CCc1ccc2[nH]c(=O)c(CN(Cc3ccccc3)Cc3nnnn3Cc3ccco3)cc2c1,-12%,-2%,-9%,1%,-20%[10 µM],-8%,-17%,?
COc1ccc2c(c1)CCc1c(C(=O)Nc3c(C)nn(Cc4ccccc4C)c3C)noc1-2,-9%,.,6%[76.3 µM],8%,.,.,-18%,.
COC(=O)c1ccc(NC(=O)COc2ccc(S(=O)(=O)N3CCCCC3)cc2)cc1,-13%,4%,-12%,-7%,8%,-1%,?,1%
Cc1cc(C)nc(N(C#N)Cc2cccc3ccccc23)n1,-15%,6%,-5%,-3%,-14%,-1%,-9%,?
COC(=O)[C@H]1C[C@@H]1[C@H](NS(=O)(=O)c1ccccc1)c1ccccc1,-9%&-2%,7%&-7%,12%,-7%&1%,-4%,8%&-1%,-9%&3%,0%
O=C(NCCc1c[nH]c2ccccc12)/C(=C/c1cccnc1)NC(=O)c1ccccc1,-19%,6%,-7%,2%,-49%[inhibitor],-5%,-14%,1%
COC(=O)N/N=C\c1ccc(-c2cc(Cl)c(Cl)cc2Cl)o1,-9%,-4%,3%,-7%,17%[0.074 µM],-2%,-2%,3%
COc1ccc2oc(=O)c(-c3ccccc3C(=O)N3CCOCC3)cc2c1,8%,10%,-9%,-4%,-9%[10 µM],4%,3%,3%
COc1cc2c(cc1OC)CN(CC(=O)Nc1ccc(C)cc1)CC2,-18%,3%,29%,-6%,-39%[inhibitor],1%,-8%,-5%
COc1ccc(S(=O)(=O)N(CC(=O)N2CCCC2)Cc2ccccc2)cc1,-2%,3%,4%,0%,-8%,-1%,0%,1%
C=C(C)C(=O)N1CC2(CC(c3cccc(NC(=O)CC)c3)=NO2)C[C@H]1C(N)=O (stereo partly specified),1%,9%,-9%,14%,23%[10 µM],-1%,-15%,.
CC1CCCCN1c1nnc(NC(=O)c2cc(-c3ccc(Br)cc3)on2)s1 (stereo unspecified),-22%,5%,-1%,-11%,-14%[10 µM],-1%,?,-2%

# An excerpt from above in order of their number in Tau fibril FP, low to high.
Structure | GLA spleen mod | GAA glycogen | Tau fibril FP | aGlu spleen mod | Tau fibril ThT | GAA inh
Cc1nc2c(C(=O)NCc3ccc(F)cc3)c[nH]n2c(=O)c1Cl | 9% | 9% | -9% | 2% | -10% | 2%
CC(=O)NC1=NN(C(C)=O)C(c2ccco2)S1 (stereo unspecified) | 2% | 2% | -4% | -3% | 1% | .
CCc1ccc2[nH]c(=O)c(CN(Cc3ccccc3)Cc3nnnn3Cc3ccco3)cc2c1 | -2% | -9% | 1% | -8% | -17% | ?
C=C(C)C(=O)N1CC2(CC(c3cccc(NC(=O)CC)c3)=NO2)C[C@H]1C(N)=O (stereo partly specified) | 9% | -9% | 14% | -1% | -15% | .
